D1 antag – Antagonist of Human D 1 Dopamine Receptor: qHTS. D(1A) dopamine receptor (Homo sapiens), P21728. HEK293 TREx D1 cells, calcium flux, dopamine EC80; hits give low values. activity change, negative = inhibition, % at 10 µM. actives 3.2% (n = 360,000). AID 504652, 2011; in the data active means activity change below about -30%; further: on the % scale 0 is the no-effect control and ±100 the full control effect
Target sequence (P21728 whole entry, looked up): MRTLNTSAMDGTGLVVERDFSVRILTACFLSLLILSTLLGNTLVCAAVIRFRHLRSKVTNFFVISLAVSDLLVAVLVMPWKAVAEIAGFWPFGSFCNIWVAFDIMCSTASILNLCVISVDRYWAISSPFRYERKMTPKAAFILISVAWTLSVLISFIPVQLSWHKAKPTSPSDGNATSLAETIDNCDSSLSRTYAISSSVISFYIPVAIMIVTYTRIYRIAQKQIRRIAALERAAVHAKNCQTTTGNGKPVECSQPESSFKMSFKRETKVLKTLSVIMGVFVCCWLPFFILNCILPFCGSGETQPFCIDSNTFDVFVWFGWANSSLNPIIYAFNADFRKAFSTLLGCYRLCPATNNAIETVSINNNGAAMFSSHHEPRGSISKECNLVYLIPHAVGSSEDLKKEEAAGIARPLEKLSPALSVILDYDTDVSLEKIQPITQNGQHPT
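Allosteric or orthosteric antagonism assessed as attenuation of the calcium response to EC80 dopamine, added 180 s after compound, in induced HEK293 Trex D1 cells loaded with no-wash calcium dye.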
TRHR PAM – qHTS for Small Molecule Agonists and Allosteric Enhancers of Human TRH Receptor: Primary Screen for Enhancers; actives 0.66% (n = 360,000); AID 493056, 2011; TRHR cells, fluo-8 calcium fluorescence, EC20 TRH enhancement; enhancement, % at 2 µM; in the data active means enhancement above about 30%; further: 0% is about no effect
Target sequence (P34981 whole entry, looked up): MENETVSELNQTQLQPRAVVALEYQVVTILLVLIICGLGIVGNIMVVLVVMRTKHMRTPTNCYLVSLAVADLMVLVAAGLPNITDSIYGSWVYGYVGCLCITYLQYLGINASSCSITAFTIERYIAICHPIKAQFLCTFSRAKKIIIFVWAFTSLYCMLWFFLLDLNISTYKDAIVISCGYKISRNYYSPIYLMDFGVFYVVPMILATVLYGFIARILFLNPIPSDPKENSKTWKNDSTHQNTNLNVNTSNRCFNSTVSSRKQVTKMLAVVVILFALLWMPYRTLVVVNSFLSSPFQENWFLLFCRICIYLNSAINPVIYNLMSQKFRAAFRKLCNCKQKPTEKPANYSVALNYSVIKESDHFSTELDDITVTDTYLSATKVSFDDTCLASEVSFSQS
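TRHR-expressing cells loaded with fluo-8 calcium dye were read kinetically (ex 480/em 530) during compound addition, then stimulated with an EC20 of TRH (10 nM final). Enhancement of the Gq-mediated intracellular calcium response was scored.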
Anesthetic bind – qHTS Assay for Identification of Novel General Anesthetics; AID 485281, 2010; Potency, µM (top dose mostly 77.5 µM), for inactives: at the top dose activity change, negative = displacement, actives largely listed as inhibitors; Ferritin light chain (Equus caballus), P02791; apoferritin/1-aminoanthracene competitive binding, fluorescence; actives 0.074% (n = 350,000); further: potency means the concentration at half of the fitted maximal effect; on the % scale 0 is the no-effect control and ±100 the full control effect; nearly all actives have a fitted effect of over 20% in size
Target sequence (P02791 2-175 limits assumed): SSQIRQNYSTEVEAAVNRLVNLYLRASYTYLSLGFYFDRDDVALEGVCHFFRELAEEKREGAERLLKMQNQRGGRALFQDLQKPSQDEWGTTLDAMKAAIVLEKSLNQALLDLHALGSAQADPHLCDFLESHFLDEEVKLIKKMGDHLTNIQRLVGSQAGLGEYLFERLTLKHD
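Horse-spleen apoferritin (10 uM) in 50% saturated 1-aminoanthracene in PBS was incubated 10 min at room temperature with compound. Fluorescence (ex 380, em 535 nm) was normalized to free and bound 1-AMA, with concentration-response fitted by a four-parameter Hill equation.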
RXFP1 antagonist – qHTS Assay for Antagonists of the Relaxin Receptor RXFP1 | activity change, negative = inhibition, % at 57.5 µM | actives 0.59% (n = 350,000) | HEK293-RXFP1, relaxin-stimulated cAMP HTRF, 30 min; hits give low values | Relaxin receptor 1 (Homo sapiens), Q9HBX9;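 active means activity change of -60% or lower, but not beyond a set lower limit; inconclusive means change between -60% and -40%, or beyond the set limit; inactive means change above -40%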; further: on the % scale 0 is the no-effect control and ±100 the full control effect
RXFP1 ag – qHTS Assay for Agonists of the Relaxin Receptor RXFP1 | AID 2676, 2010 | HEK293T-RXFP1 cAMP TR-FRET, 30 min; response scale: percent of porcine relaxin response, buffer zero | actives 0.3% (n = 370,000) | Relaxin receptor 1 (Homo sapiens), Q9HBX9 | Potency, µM (doses to about 57.5 µM), for the others: at the highest dose activation, most hits filed as activators; further: potency means the concentration at half of the fitted maximal effect; on the % scale 0 is the no-effect control and ±100 the full control effect; nearly all actives have a fitted effect of over 60% in size; many of its hits are not listed in these tables
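HEK293 cells stably expressing RXFP1, treated 30 min at 37C with compounds plus PDE4 inhibitor Ro 20174; cAMP measured by HTRF TR-FRET. Normalized to buffer and 29 nM porcine relaxin; EC50 by Hill fit.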
D1 PAM – Potentiators of Human D1 Dopamine Receptor: qHTS; D(1A) dopamine receptor (Homo sapiens), P21728; HEK293 TREx D1 cells, calcium flux, dopamine EC20 potentiation; potentiation, % at 10 µM; actives 0.036% (n = 360,000); AID 504651, 2011; in the data active means potentiation above about 30%; further: 0% is about no effect
D2 potentiator – HTS Assay for Positive Allosteric Modulators of the Human D2 Dopamine Receptor: Primary Screen for Potentiators; D(2) dopamine receptor (Homo sapiens), P14416; HEK293 T-REx D2, calcium flux, EC20 dopamine potentiation; potentiation, % at 10 µM; actives 0.34% (n = 340,000); AID 485347, 2010;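 active means potentiation over 3 SD above the plate norm, cut at about 30% in these data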; further: 0% is about no effect
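Calcium flux readout, no-wash dye, 1 read/s. Inducible HEK293 Trex D2 line, overnight 30 C. Compound alone 180 s (agonist flags), then EC20 dopamine, another 180 s to score potentiation.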
D1 ag – Allosteric Agonists of the Human D1 Dopamine Receptor: qHTS; D(1A) dopamine receptor (Homo sapiens), P21728; actives 1% (n = 360,000); HEK293 T-REx D1 cells, calcium flux, agonist mode; activation, % at 2 µM; in the data active means activation above about 30%; further: 0% is about no effect
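Tetracycline-induced HEK293 TREx D1 cells, force-coupled to calcium signalling, were dye-loaded with a no-wash calcium kit. Compound was pin-added after a 10 s baseline. Fluorescence was read kinetically at 1 cycle/s for 180 s, with calcium rises flagged as agonism.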
TRHR ag – qHTS for Small Molecule Agonists and Allosteric Enhancers of Human TRH Receptor: Primary Screen for Agonists. TRHR cells, calcium flux fluo-8, FDSS agonist mode. activation, % at 2 µM. actives 0.18% (n = 360,000); in the data active means activation above about 30%; further: 0% is about no effect
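TRHR-expressing cells, plated overnight in medium with 10% serum, were loaded with fluo-8 calcium dye at room temperature. After a 10 s baseline, library compound was pin-added and calcium release was recorded kinetically (ex 480/em 530) as agonist response.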
* hit, by the source's call; ? = inconclusive; / = not tested or not shown; [ ] = another dose, or the depositor's remark. Unless noted, the call rests on the fitted dose curve; in most records, active means well fitted curve in the direction sought with a large enough effect; inconclusive means small, poorly fitted or top-dose-only effect, or another doubt; inactive means no such curve, though single readings can be large; an effect the other way counts as inactive or inconclusive.

1) COc1ccc(/C(C)=N/NC(=O)c2ccncc2)cc1
2) CCN(CC)Cc1oc(-c2ccccc2)cc1C(=O)O
3) O=C1C(Cl)=C(N2CCOCC2)C(=O)N1CCc1ccccc1
4) NS(=O)(=O)c1ccc(CNC(=O)C2CCCCC2)cc1
5) COc1cc2cc(CNc3ccccc3)c(=O)n(CC(=O)Nc3ccc(C)c(Cl)c3)c2cc1OC
6) COc1cccc(/C=N/Nc2ncnc3c2[nH]c2ccc(C)cc23)c1OC
7) Oc1ccc(-c2n[nH]c(=S)n2-c2ccc3c(c2)OCCO3)c(O)c1
8) O=C(CSc1nnc(-c2ccccc2)n1-c1ccccc1)NCc1ccco1
9) O=C(Nc1nnc(-c2ccc3c(c2)OCCO3)o1)c1ccc(Cc2ccccc2)cc1
10) O=C(Nc1ccccc1C(=O)NCCCn1ccnc1)c1ccccc1
compound no.	1	2	3	4	5	6	7	8	9	10
D1 antag	-2	1	-6	6	6	-34*	-10	30	2	2
TRHR PAM	1	-3	-3	5	1	-10	12	4	8	-1
Anesthetic bind	-5%	-5%	-18%	4%	62%[activator]	-5%	1%	-3%	-7%	-2%
RXFP1 antagonist	5	16	3	-6	/	4	-23	-7	/	3
RXFP1 ag	0.1%	-1.8%	0.1%	0.2%	13%	-0.3%	2.2%	-4.3%	0.2%	0.1%
D1 PAM	4	-1	-1	1	-1	-7	1	-7	/	-8
D2 potentiator	-4	1	-1	-3	5	1	4	-2	-4	5
D1 ag	3	1	-3	3	30*	3	2	15	3	1
TRHR ag	-0.2	1.1	-0.1	1.4	-1.1	0.0	0.3	-1.2	0.3	-0.2

11) c1ccc(-c2onc3cc4c(cc23)OCCO4)cc1
12) O=S(=O)(NCc1ccc2c(c1)OCO2)c1ccc(F)cc1
13) Oc1ccc(-c2cnns2)c(O)c1
14) C/C(=N\NC(=O)c1ccc(C)cc1)c1c(C)[nH]n(-c2ccccc2)c1=O
15) CCN(c1ccccc1)S(=O)(=O)c1ccc(Oc2ccc(-n3ccnc3)cc2)nc1
16) COc1ccc(CNC(=O)CN(C(=O)c2csnn2)c2cnc3ccccc3c2)cc1
17) O=C(CNC(=O)c1cccs1)NCCN1CCN(c2ccccc2F)CC1
18) Cc1cc2c(cc3c(SCc4nc(-c5ccccc5)oc4C)nnc(C)n32)o1
19) Cc1cc2n(n1)C(c1ccccc1)Nc1ccccc1-2 (stereo not drawn)
20) Cc1ccc(S(=O)(=O)N/N=C\c2ccc([N+](=O)[O-])o2)cc1
compound no.	11	12	13	14	15	16	17	18	19	20
D1 antag	-19	-2	-30	2	-3	4	-19	-22	2	2
TRHR PAM	1	-3	4	6	14	1	2	8	2	17
Anesthetic bind	-13%	-11%	0%	-12%	-17%	1%	1%	5%	-8%	4%
RXFP1 antagonist	3	-4	-12	-8	-5	-5	4	-1	5	6
RXFP1 ag	-0.1%	0.7%	-0.1%	-0.6%	9.3%	1.2%	-0.8%	22%	-0.8%	-0.1%
D1 PAM	0	0	-1	-3	-5	-7	-8	-2	-2	-1
D2 potentiator	4	4	4	3	-9	-5	16	3	-7	-3
D1 ag	0	4	5	3	2	1	1	1	1	0
TRHR ag	0.2	0.2	0.0	0.1	-0.9	-0.1	-1.3	-0.2	-0.7	-0.1

21) CC(C)Cn1c(SCC(=O)Nc2ncccn2)nc2ccccc21
22) Cc1noc(C)c1S(=O)(=O)Nc1ccccc1N1CCOCC1
23) COc1ccc(F)cc1CN1CCN(CC(=O)Nc2ccccc2C(=O)NC2CC2)CC1
24) CC(C)OP(=O)(OC(C)C)C(NC(=O)c1ccccc1Br)C(N)=O (stereo not drawn)
25) O=C(Oc1ccc(/C=N/O)cc1)c1ccccc1Cl
26) Fc1ccc(NCc2cn3ccccc3n2)cc1
27) O=c1[nH]c(/C=C/c2ccccc2[N+](=O)[O-])nc2ccccc12
28) CCCSc1nnc(-c2cccc(S(=O)(=O)N(C)C)c2)n1-c1cc(OC)ccc1OC
29) CN(C)S(=O)(=O)c1ccc(C(=O)NCc2ccc3[nH]c4c(c3c2)CCCC4)cc1
30) Oc1ccccc1-c1nc2cnccn2c1Nc1ccc(Cl)cc1
compound no.	21	22	23	24	25	26	27	28	29	30
D1 antag	10	6	-37*	-22	/	-11	11	9	19	3
TRHR PAM	0	-3	0	32*	0	-4	5	-5	-5	-3
Anesthetic bind	-6%	2%	/	1%	?	-13%	7%	-19%	4%	3%
RXFP1 antagonist	-5	-1	0	-25	6	5	-2	20	-4	/
RXFP1 ag	1.8%	-0.3%	2.5%	0.5%	-0.9%	-0.2%	0.4%	1.8%	0.0%	1.9%
D1 PAM	4	-2	-7	-2	0	5	-11	-2	1	0
D2 potentiator	-7	8	-18	-21	-2	-13	1	7	1	1
D1 ag	4	1	1	2	0	-1	1	-1	-2	3
TRHR ag	-0.3	1.2	-0.8	-0.5	-0.2	-0.3	0.8	-0.5	-0.5	0.2

Structures listed above shown as hits in D1 ag:
cpd | Compound | D1 antag | TRHR PAM | RXFP1 antagonist | D1 PAM | D2 potentiator | D1 ag | TRHR ag
5 | COc1cc2cc(CNc3ccccc3)c(=O)n(CC(=O)Nc3ccc(C)c(Cl)c3)c2cc1OC | 6 | 1 | / | -1 | 5 | 30* | -1.1

Additional compounds:
31) O=C(CSc1ncc(C(F)(F)F)cc1Cl)N1CCN(S(=O)(=O)c2ccc3ccccc3c2)CC1
32) COc1ccc(N2CCN(S(=O)(=O)CCNC(=O)/C=C/c3ccc4c(c3)OCO4)CC2)cc1
33) Cc1cccc(C(=O)Nc2cccc(C(=O)NC3CCCC3)c2)c1
34) Cc1nnc(NC(=O)CSc2nnc(CNC(=O)c3ccc(F)cc3)o2)s1
35) O=C(N/N=C\c1ccc(OC(=O)c2cccs2)cc1)c1ccc(Cl)cc1
36) Cn1c(=O)c(-c2ccccc2)nn2c3ccccc3nc12
37) CCN1CCN(C(c2cc(OC)c(OC)c(OC)c2)c2nnnn2C(C)C)CC1 (stereo not drawn)
38) Cc1ccc(-c2nc(CN3CCCCC3)cc(CN3CCCCC3)c2O)cc1
39) Nc1nc(Sc2ncccc2[N+](=O)[O-])n[nH]1
40) Cc1ccc(Nc2nc(Cl)c(C=O)s2)cc1
compound no.	31	32	33	34	35	36	37	38	39	40
D1 antag	1	-13	-8	10	-5	-1	-10	-3	3	-24
TRHR PAM	7	4	9	3	7	17	-3	4	-2	5
Anesthetic bind	-23%	/	-11%	-1%	8%	-2%	-5%	-8%	-3%	-16%
RXFP1 antagonist	-1	1	2	-5	-7	-3	-3	-16	3	-5
RXFP1 ag	1.0%	0.9%	1.5%	-1.6%	0.0%	0.3%	1.8%	2.2%	3.0%	5.5%
D1 PAM	2	-5	1	5	-5	5	-2	-7	-2	-3
D2 potentiator	-2	-8	-4	4	/	0	-7	-34	-4	-3
D1 ag	6	1	0	3	3	-4	3	10	1	9
TRHR ag	1.3	-0.1	-1.0	0.3	-1.5	1.0	1.3	1.7	-0.6	2.8

41) O=C(COC(=O)c1cc(S(=O)(=O)N2CCCCC2)ccc1N1CCOCC1)NC1CCCCC1
42) CN(C)c1nc(N)nc(/C(C#N)=C/C2CC3C=CC2C3)n1 (stereo not drawn)
43) CN1C(=O)/C(=C2\SC(=S)N(CCCCCC(=O)O)C2=O)c2ccccc21
44) CC(C)Cc1ccc(S(=O)(=O)NCc2nc3cccnc3n2Cc2ccccc2)cc1
45) CC(CCc1ccccc1)NC(=O)CSc1cccc[n+]1[O-] (stereo not drawn)
46) O=C(COC(=O)CCS(=O)(=O)c1ccccc1)Nc1ccccc1
47) COc1ccc(NC(=O)Nc2ccc(C)cc2Br)c(OC)c1
48) CSCCC(NC(=O)c1ccc([N+](=O)[O-])cc1Cl)C(=O)OCC(=O)N1CCN(C(C)=O)CC1 (stereo not drawn)
compound no.	41	42	43	44	45	46	47	48
D1 antag	25	0	8	2	6	-8	-26	2
TRHR PAM	13	1	1	5	0	-3	-5	7
Anesthetic bind	-19%	-15%	0%	58%[activator]	-5%	/	-5%	/
RXFP1 antagonist	-4	-5	-1	-16	-12	10	6	2
RXFP1 ag	0.8%	0.3%	0.0%	0.4%	-0.3%	0.9%	0.7%	-0.5%
D1 PAM	-3	-2	1	1	-2	-3	-6	3
D2 potentiator	9	/	-4	12	3	-8	-9	/
D1 ag	6	3	2	4	1	0	1	0
TRHR ag	-0.7	1.9	-0.1	-0.1	0.8	0.0	-1.2	0.4

Sorted by formula weight (low to high): some entries from above.
42) CN(C)c1nc(N)nc(/C(C#N)=C/C2CC3C=CC2C3)n1 (stereo not drawn)
45) CC(CCc1ccccc1)NC(=O)CSc1cccc[n+]1[O-] (stereo not drawn)
47) COc1ccc(NC(=O)Nc2ccc(C)cc2Br)c(OC)c1
43) CN1C(=O)/C(=C2\SC(=S)N(CCCCCC(=O)O)C2=O)c2ccccc21
44) CC(C)Cc1ccc(S(=O)(=O)NCc2nc3cccnc3n2Cc2ccccc2)cc1
compound no.	42	45	47	43	44
D1 antag	0	6	-26	8	2
TRHR PAM	1	0	-5	1	5
Anesthetic bind	-15%	-5%	-5%	0%	58%[activator]
RXFP1 antagonist	-5	-12	6	-1	-16
RXFP1 ag	0.3%	-0.3%	0.7%	0.0%	0.4%
D1 PAM	-2	-2	-6	1	1
D2 potentiator	/	3	-9	-4	12
D1 ag	3	1	1	2	4
TRHR ag	1.9	0.8	-1.2	-0.1	-0.1

Source: PubChem BioAssay (National Center for Advancing Translational Sciences (NCATS))

Only part of the results is shown; the hit share may differ from the screen's.
